ABHD4 inh: inhibits mouse alpha/beta hydrolase domain 4. Q8VD66. purified mABHD4, FP-Rh probe fluorescence polarization. inhibition, % at 8.92 µM. 370,000 tested, 0.54% active;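 active = inhibition exceeding the mean over every tested compound plus 3 SD, cut at about 30% in these data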;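 note: 0% = plate median of compound wells and 100% = S159A mutant with DMSO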
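Material: mouse ABHD4 enzyme, wild type; Benchmarks: S159A mutant high control, sample median low control; Buffer or medium: HEPES pH 7.0, NaCl, Pluronic buffer; Signal: fluorescence polarization; Read-out: percent inhibition of probe binding, normalized to plate controls; Timing: pre-incubation 45 min, probe exposure 60 min, at 25 °C; Dosing: 8.92 µM, single dose.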
rCAG binder: molecules binding r(CAG) RNA repeats | r(CAG) RNA repeat, TO-PRO-1 dye displacement fluorescence | inhibition, % at 3 µM | 370,000 tested, 1.3% active | AID 651821;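 active = inhibition above the plate cutoff, the mean of all test compounds on that plate plus 3 SD, cut at about 35% in these data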;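 note: 0% = DMSO alone and 100% = 100 µM mitoxantrone as full dye displacement; higher means more dye released from RNA so lower well fluorescence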
PRMT1 inh: blocks human protein arginine methyltransferase 1. Q99873. recombinant PRMT1, activity-based probe fluorescence polarization. inhibition, % at 2.79 µM. 370,000 tested, 1.3% active. AID 652257;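 active = inhibition above about 21% made by adding two undisclosed values, limit read from the data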
HTRA1 inh: HTRA1 (human) protease inhibition | Q92743 | recombinant HTRA1, FP-rhodamine activity-based probe, fluorescence polarization | inhibition, % at 5.96 µM | 340,000 tested, 0.5% active | AID 504803; in the data active = inhibition above about 36%;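 note: 0% = enzyme with DMSO and 100% = wells lacking enzyme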
Target sequence (Q92743 whole entry, looked up): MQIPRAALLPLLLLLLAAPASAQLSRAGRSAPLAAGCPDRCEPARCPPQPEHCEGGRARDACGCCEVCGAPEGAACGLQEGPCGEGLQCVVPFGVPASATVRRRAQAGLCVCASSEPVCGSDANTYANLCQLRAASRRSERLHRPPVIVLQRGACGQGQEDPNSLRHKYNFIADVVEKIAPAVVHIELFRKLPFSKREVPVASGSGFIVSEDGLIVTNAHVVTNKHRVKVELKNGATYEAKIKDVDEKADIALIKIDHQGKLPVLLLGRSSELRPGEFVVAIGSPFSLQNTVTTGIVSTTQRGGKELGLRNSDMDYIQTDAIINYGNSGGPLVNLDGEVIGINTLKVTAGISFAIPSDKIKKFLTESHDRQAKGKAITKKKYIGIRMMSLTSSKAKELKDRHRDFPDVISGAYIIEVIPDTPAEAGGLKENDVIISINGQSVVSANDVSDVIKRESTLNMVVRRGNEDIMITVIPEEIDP
TCR CD3 inh: human TCR-CD3 binding inhibition; AID 651800; inhibition, % at 9.4 µM; TAMRA-labeled TCR probe fluorescence, biochemical; 360,000 tested, 0.37% active; in the data active = inhibition above about 19%;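 note: recombinant mutant TCR 2C K166C tagged with TAMRA read by polarization; 0% = receptor in buffer alone and 100% = receptor with positive control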
GC-B act: GC-B (human) receptor activation; HEK293-GC-B cells, CNP EC30, cGMP TR-FRET; 0% at EC30 CNP, 100% saturating CNP; P20594; 370,000 tested, 0.11% active; AID 1920062; activation, % at 10 µM;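 active = activation at 10 µM reaching about 35% in either raw or pattern-adjusted values, limit read from the data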
SIAE primary: human SIAE inhibition, primary screen. Q9HAT2. SIAE FP-Rh probe binding, fluorescence polarization. inhibition, % at 9.66 µM. 370,000 tested, 0.69% active. AID 1053197;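 active = inhibition above a cutoff: mean of compounds within the control limits plus 3 SD of those, cut at about 17% in these data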;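 note: 0% = plate median of compound wells and 100% = probe without SIAE protein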
Target sequence (Q9HAT2 whole entry, looked up): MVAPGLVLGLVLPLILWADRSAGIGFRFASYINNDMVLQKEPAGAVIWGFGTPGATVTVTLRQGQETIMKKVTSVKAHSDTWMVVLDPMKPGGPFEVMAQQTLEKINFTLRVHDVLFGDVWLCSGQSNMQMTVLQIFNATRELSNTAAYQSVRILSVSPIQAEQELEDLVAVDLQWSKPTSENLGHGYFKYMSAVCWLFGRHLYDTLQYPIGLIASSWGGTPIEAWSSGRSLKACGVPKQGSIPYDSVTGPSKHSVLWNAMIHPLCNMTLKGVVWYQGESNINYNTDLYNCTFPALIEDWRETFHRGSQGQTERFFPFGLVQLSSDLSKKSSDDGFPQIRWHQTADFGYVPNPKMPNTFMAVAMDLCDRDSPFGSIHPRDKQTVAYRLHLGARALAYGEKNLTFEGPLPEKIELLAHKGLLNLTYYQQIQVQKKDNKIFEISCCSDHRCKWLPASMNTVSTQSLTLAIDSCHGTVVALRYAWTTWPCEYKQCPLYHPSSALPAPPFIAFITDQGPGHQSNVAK
MBD2 DNA inh: MBD2-methylated oligo binding inhibition | Q9UBB5 | TR-FRET, MBD2 binding to methylated oligonucleotide | inhibition, % at 4.4 µM | 370,000 tested, 0.31% active | AID 686964; in the data active = inhibition above about 13%
LEDGF integ inh: blocks HIV-1 LEDGF/p75-dependent DNA integration; 370,000 tested, 0.64% active; inhibition, % at 3.7 µM; TR-FRET IN-LEDGF/p75 DNA integration, Eu/Cy5; AID 743269;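 active = inhibition above the screen-wide mean plus 3 SD, cut at about 13% in these data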;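 note: signal is the Cy5 over europium emission ratio at 671 and 618 nm; 0% = plate median of compound wells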
TDP2 inh: TDP2 (human) inhibition, absorbance primary screen; O95551; recombinant TDP2, T5PNP hydrolysis, p-nitrophenol absorbance 415 nm; inhibition, % at 12.8 µM; 370,000 tested, 0.34% active; AID 720702;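 active = inhibition above the mean of all tested compounds plus 3 SD, set per campaign, cut at about 25% in these data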;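 note: 0% = DMSO with enzyme and 100% = buffer with substrate but no TDP2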
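Assay system: recombinant human TDP2 / Reagent: T5PNP substrate at 5 mM, a TopII-DNA adduct mimic / Measured by: epi absorbance from released p-nitrophenol / Evaluation: % inhibition relative to enzyme-containing and enzyme-free wells / Control set: enzyme-free and DMSO wells / Replicates: each compound tested once, singlicate / Schedule: enzyme reaction with compound for 2 h at 37 °C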
* hit, by the source's call; x = not tested or not shown. The list is partial; rates above refer to the full screens.

SMILES	ABHD4 inh	rCAG binder	PRMT1 inh	HTRA1 inh	TCR CD3 inh	GC-B act	SIAE primary	MBD2 DNA inh	LEDGF integ inh	TDP2 inh
CN(C)CCCNC(=O)/C(=C\c1ccc(-c2cccc([N+](=O)[O-])c2)o1)NC(=O)c1ccccc1	-3	11	-4	5	3	-4	-1	-8	0	0
Cc1cc(NC(=O)C(C)SCC(=O)Nc2nnc(CC(C)C)s2)no1 (centres undefined)	-4	1	-2	-2	-5	0	0	3	2	-17
O=C(Nc1ccc2c(c1)CCC2)c1cccc(F)c1	-24	3	2	-15	-10	-4	0	6	-3	-3
COCCNC(=O)c1ccc2c(c1)nc(C)n2-c1cccc(Cl)c1	1	3	1	-4	-3	2	-9	2	-5	-11
CCOc1ccc(-c2c(C(=O)N/N=C/c3ccc(O)cc3)nnn2-c2nonc2N)cc1	0	8	-1	-13	-4	3	-7	4	-2	-1
COc1ccc(C(=O)N2CCOC2CNC(=O)C(=O)NCc2ccccc2)cc1 (centres undefined)	3	3	0	3	18	-3	0	-8	0	-4
COc1ccc(CCN2CC(=O)N3CCc4ccc(N5CCOCC5)cc4C3CC2=O)cc1OC (centres undefined)	5	5	2	x	2	4	-1	-1	-3	2
CSc1ccc(NC(=O)Nc2ccc(C(=O)NCC(=O)O)cc2)cc1	2	10	2	3	-6	-2	-4	3	-1	-2
Cc1cc(Nc2cnc3ccccc3n2)n(-c2ccccc2)n1	3	-4	3	-8	1	1	3	-1	1	-2
COCCNC(=O)C1CCCN(Cc2ccc(C#N)cc2)CC1 (centres undefined)	1	1	-4	x	4	-7	5	-1	1	-9
C[C@H](c1ccccc1)N1C[C@@H](COCc2ccccc2)Oc2cc(N3CC[C@@H](O)C3)ccc2S1(=O)=O	-16	8	5	x	-4	3	2	3	-1	-7
Cc1cc2cc(CN(Cc3ccc4c(c3)OCO4)C(=O)c3cnccn3)c3nnnn3c2cc1C	1	9	-1	3	-1	5	6	-5	-1	-10
O=C(Cn1nc(C(F)F)cc1C(F)F)NNC(=S)Nc1ccc([N+](=O)[O-])cc1	2	27	4	-2	-4	-7	0	-3	3	-19
COc1ccccc1NC(=O)Cc1csc(NC(=O)c2ccccc2)n1	1	2	-1	-19	3	-3	-1	3	2	-2
C/C(=N\O)C(C)(C)Nc1ccccc1F	1	-1	4	4	12	0	5	4	2	18
O=C(Nc1c(Br)cc2c(c1Br)Cc1cc([N+](=O)[O-])ccc1-2)C(Cl)Cl	-2	10	1	-3	-1	8	-10	2	3	-16
NC(=S)Nc1cc(Cl)ccc1Cl	-4	-1	-3	x	6	0	2	-2	-2	2
CCCN1CCC(NC(=O)Nc2ccc([N+](=O)[O-])cc2)CC1	4	3	-3	6	-4	0	0	-2	-2	-2
O=C(CN1CCN(C(=O)C2CCCO2)CC1)Nc1ccc(Cl)c(Cl)c1 (centres undefined)	5	-4	-1	9	2	1	2	3	-9	-14
Cc1cc(C)c(NC(=O)CNC(=O)COC(=O)/C=C/c2cccs2)c(C)c1	4	-4	-1	0	0	5	1	-5	-4	14
Cc1cc(C)c2oc(=O)cc(CN3CCCCC3)c2c1	5	-4	-1	-2	-3	-3	0	2	3	2
CN(C)C(=O)c1cc(C(=O)c2ccccc2C(F)(F)F)c[nH]1	-5	-6	1	1	-1	-2	-8	7	-2	1
Cc1csc(N/N=C/c2ccccn2)n1	15	1	-3	8	0	1	-8	-6	1	2
CSC1=C(C#N)C(c2ccncc2)C(C(=O)Nc2ccccc2)=C(C)N1 (centres undefined)	5	-4	1	6	2	-5	6	8	0	0
COc1ccc(CN2CCn3ncc(C(=O)Nc4ccccc4)c3C2=O)cc1	-4	0	-3	-1	0	-1	1	-3	2	9
(cont.)
SMILES	ABHD4 inh	rCAG binder	PRMT1 inh	HTRA1 inh	TCR CD3 inh	GC-B act	SIAE primary	MBD2 DNA inh	LEDGF integ inh	TDP2 inh
CCOC(=O)c1cc2[nH]c3ccccc3c2[n+](-c2ccc([N+](=O)[O-])cc2)c1C	0	11	0	0	7	-11	3	-6	0	8
CCCCn1c(=N)n(CC(O)COc2ccc(C)cc2)c2ccccc21 (centres undefined)	3	10	2	5	5	-13	3	3	0	-7
Fc1ccccc1/C=N/Nc1ncnc2ccccc12	6	-1	2	13	6	1	-9	0	-12	-11
CCOc1ccc(NS(=O)(=O)c2cccs2)cc1S(=O)(=O)N1CCCC1	11	6	-1	1	-4	-5	5	4	2	-3
Cc1c(C(=O)O)sc(S(=O)(=O)N2CCN(C(=O)CC(C)c3ccccc3)CC2)c1C(=O)O (centres undefined)	-6	1	3	4	9	0	-7	-2	3	8
CCN(CC(=O)Nc1cc(Cl)ccc1C)C(=O)CCc1nc2ccccc2c(=O)[nH]1	3	4	1	-2	4	0	0	-4	-4	-9
O=C1C2CCCCC2C(=O)N1c1ccc(NC2CCCCC2)c([N+](=O)[O-])c1 (centres undefined)	3	1	-3	1	5	0	1	-4	4	6
Cc1cc(Nc2cc(C)on2)n2ncnc2n1	-5	3	-2	6	4	-2	-11	4	6	-18
c1ccc(OCCOCCSc2ncccn2)cc1	9	1	4	4	-3	-5	-5	2	-3	12
Cc1cccc(C)c1OCCN1C(=O)NC(C)(c2ccccc2)C1=O (centres undefined)	-4	-10	-2	-9	5	3	7	1	2	5
Cc1ccc(F)c([C@H]2C3C=CCC(c4ccccc4)C3C(=O)N2Cc2ccccc2)c1 (some centres undefined)	-7	3	0	-51	6	-14	-3	3	2	-7
Cc1cccc(C)c1OCC(=O)Nc1ccc(S(=O)(=O)Nc2ccccn2)cc1	-7	5	2	-2	5	-8	-1	5	3	-8
CN(Cc1ccccc1)C(=O)c1cccc(NC(=O)Cc2ccc(NC(=O)C3CCCN(C(=O)C4CC4)C3)cc2)c1 (centres undefined)	2	4	2	-2	-8	-1	-1	0	-4	0
CCCCNC(=S)NNC(=O)c1csc2c1CCC(C)C2 (centres undefined)	2	5	5	-8	1	10	0	3	0	-11
O=C(O)C1CCCN1S(=O)(=O)c1ccc2ccccc2c1 (centres undefined)	-10	10	-1	2	-5	2	6	-5	-1	-6
NC(=O)CCS(=O)(=O)CCN1CCCCC1	-4	2	-1	5	0	3	-2	-3	1	-12
CCCOc1ccc(-c2c(C(=O)N/N=C/c3ccsc3)nnn2-c2nonc2N)cc1	-6	6	2	-12	-1	2	4	4	-3	-4
COc1ccc(-c2noc(CSc3ccc(C)cc3)n2)cc1	-11	-1	-5	-21	-4	-1	1	-2	1	8
Cn1c(=O)c2c(nc(-n3ccnc3)n2Cc2ccc([N+](=O)[O-])cc2)n(C)c1=O	7	-5	0	-1	5	3	-1	-10	-3	2
CC(C)(C)c1ccc(O)c(O)c1	25	4	26*	38*	6	-2	-2	-6	-2	0
COc1ccc(OC)c(NC(=O)CSc2ccc3nnc(-c4ccccn4)n3n2)c1	-2	0	-2	-1	13	-3	-1	-3	-2	12
O=C(NCCN1C(=O)S/C(=C\c2ccc(F)cc2)C1=O)c1cccc(S(=O)(=O)N2CCOCC2)c1	7	7	0	-2	-4	-6	2	1	1	3
CCCCCOC(=O)C(C)c1c(C)[nH]c(=S)[nH]c1=O (centres undefined)	0	0	-2	2	4	3	1	1	-3	-3
c1ccc2c(CSc3nnc(-c4ccncc4)o3)cccc2c1	-10	-6	0	-15	6	1	3	-1	-3	17
CC(C)N1C(=O)c2ccccc2NC(=O)C1C(=O)NCc1cccc(C(F)(F)F)c1 (centres undefined)	2	2	0	x	6	-5	-6	0	-2	-2

Shown as comma-separated lines: eleven of the compounds above.
SMILES,ABHD4 inh,rCAG binder,PRMT1 inh,HTRA1 inh,TCR CD3 inh,GC-B act,SIAE primary,MBD2 DNA inh,LEDGF integ inh,TDP2 inh
CCOC(=O)c1cc2[nH]c3ccccc3c2[n+](-c2ccc([N+](=O)[O-])cc2)c1C,0,11,0,0,7,-11,3,-6,0,8
CCCCn1c(=N)n(CC(O)COc2ccc(C)cc2)c2ccccc21 (centres undefined),3,10,2,5,5,-13,3,3,0,-7
Fc1ccccc1/C=N/Nc1ncnc2ccccc12,6,-1,2,13,6,1,-9,0,-12,-11
CCOc1ccc(NS(=O)(=O)c2cccs2)cc1S(=O)(=O)N1CCCC1,11,6,-1,1,-4,-5,5,4,2,-3
Cc1c(C(=O)O)sc(S(=O)(=O)N2CCN(C(=O)CC(C)c3ccccc3)CC2)c1C(=O)O (centres undefined),-6,1,3,4,9,0,-7,-2,3,8
CCN(CC(=O)Nc1cc(Cl)ccc1C)C(=O)CCc1nc2ccccc2c(=O)[nH]1,3,4,1,-2,4,0,0,-4,-4,-9
O=C1C2CCCCC2C(=O)N1c1ccc(NC2CCCCC2)c([N+](=O)[O-])c1 (centres undefined),3,1,-3,1,5,0,1,-4,4,6
Cc1cc(Nc2cc(C)on2)n2ncnc2n1,-5,3,-2,6,4,-2,-11,4,6,-18
c1ccc(OCCOCCSc2ncccn2)cc1,9,1,4,4,-3,-5,-5,2,-3,12
Cc1cccc(C)c1OCCN1C(=O)NC(C)(c2ccccc2)C1=O (centres undefined),-4,-10,-2,-9,5,3,7,1,2,5
Cc1ccc(F)c([C@H]2C3C=CCC(c4ccccc4)C3C(=O)N2Cc2ccccc2)c1 (some centres undefined),-7,3,0,-51,6,-14,-3,3,2,-7

Random excerpt: 2 records from the list, in no set order.
SMILES	ABHD4 inh	rCAG binder	PRMT1 inh	HTRA1 inh	TCR CD3 inh	GC-B act	SIAE primary	MBD2 DNA inh	LEDGF integ inh	TDP2 inh
O=C(NCCN1C(=O)S/C(=C\c2ccc(F)cc2)C1=O)c1cccc(S(=O)(=O)N2CCOCC2)c1	7	7	0	-2	-4	-6	2	1	1	3
CCCCn1c(=N)n(CC(O)COc2ccc(C)cc2)c2ccccc21 (centres undefined)	3	10	2	5	5	-13	3	3	0	-7

Assay outcomes (PubChem)
